Screens from PubChem BioAssay.
D2 potentiator: D2 dopamine receptor (human) potentiation; P14416; HEK293 T-REx D2, calcium flux, EC20 dopamine potentiation; potentiation, % at 10 µM; hit rate 0.34% among 340,000;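 active = potentiation over 3 SD above the plate norm, cut at about 30% in these data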; also: 0% is about no effect
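Tetracycline-induced Hek293 Trex D2 cells, force-coupled to calcium, loaded with no-wash calcium dye. Compound added with 180 s kinetic read for agonism, then EC20 dopamine and a further 180 s read for potentiation.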
D2 ag: activates the human D2 dopamine receptor; P14416; HEK293 T-REx D2 cells, calcium flux agonist mode; activation, % at 2 µM; hit rate 0.53% among 340,000; AID 485358;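 active = activation over 3 SD above normal in the single-dose calcium agonist read, cut at about 30% in these data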; also: 0% is about no effect
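Calcium-flux readout, 1 cycle/sec over 180 s following compound pin transfer, in inducible HEK293 Trex D2 cells (force-coupled); dopamine controls included. Positive calcium responses during this window marked compounds as potential agonists.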
RXFP1 ag: agonists of human relaxin receptor RXFP1 | Potency, µM (top dose mostly 57.5 µM), for the others: at the highest dose activation, usual class: activators | hit rate 0.3% among 370,000 | HEK293T-RXFP1 cAMP TR-FRET, 30 min; response scale: percent of porcine relaxin response, buffer zero; active = well fitted activation curve with a large enough effect; inconclusive = small, poorly fitted or top-dose-only effect; also: potency is read from the fitted curve at half-maximal effect; % is scaled to controls: 0 for no effect and ±100 for the full control effect; nearly all actives have a fitted effect of over 60% in size; many of its hits are not listed in these tables
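HEK293 cells stably expressing RXFP1, treated 30 min at 37C with compounds plus PDE4 inhibitor Ro 20174; cAMP measured by HTRF TR-FRET. Normalized to buffer and 29 nM porcine relaxin; EC50 by Hill fit.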
D1 antagonist: blocks dopamine activation of the human D1 receptor; hit rate 3.2% among 360,000; HEK293 TREx D1 cells, calcium flux, dopamine EC80; active compounds read low; activity change, negative = inhibition, % at 10 µM; P21728; in the data active = activity change below about -30%; also: % is scaled to controls: 0 for no effect and ±100 for the full control effect
Target sequence (P21728 whole entry, looked up): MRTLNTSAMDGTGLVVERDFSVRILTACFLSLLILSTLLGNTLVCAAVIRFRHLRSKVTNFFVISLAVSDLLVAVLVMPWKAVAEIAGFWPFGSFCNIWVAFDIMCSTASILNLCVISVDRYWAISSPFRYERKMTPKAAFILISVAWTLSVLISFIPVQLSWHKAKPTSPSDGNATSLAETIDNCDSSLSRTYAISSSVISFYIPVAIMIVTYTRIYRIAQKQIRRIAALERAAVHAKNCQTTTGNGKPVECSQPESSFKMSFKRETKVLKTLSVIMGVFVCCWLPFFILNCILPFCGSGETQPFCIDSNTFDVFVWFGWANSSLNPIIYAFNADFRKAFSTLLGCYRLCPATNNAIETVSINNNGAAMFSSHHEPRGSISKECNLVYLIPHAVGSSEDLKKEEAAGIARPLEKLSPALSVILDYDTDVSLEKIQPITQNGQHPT
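Inducible Hek293 Trex D1 cells (tetracycline, overnight, 30 C). Calcium dye 30–90 min RT. Antagonist mode: EC80 dopamine added after 180 s compound read.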
TRHR enhancer: TRH receptor (human) allosteric enhancement; P34981; TRHR cells, fluo-8 calcium fluorescence, EC20 TRH enhancement; enhancement, % at 2 µM; hit rate 0.66% among 360,000; AID 493056; in the data active = enhancement above about 30%; also: 0% is about no effect
Target sequence (P34981 whole entry, looked up): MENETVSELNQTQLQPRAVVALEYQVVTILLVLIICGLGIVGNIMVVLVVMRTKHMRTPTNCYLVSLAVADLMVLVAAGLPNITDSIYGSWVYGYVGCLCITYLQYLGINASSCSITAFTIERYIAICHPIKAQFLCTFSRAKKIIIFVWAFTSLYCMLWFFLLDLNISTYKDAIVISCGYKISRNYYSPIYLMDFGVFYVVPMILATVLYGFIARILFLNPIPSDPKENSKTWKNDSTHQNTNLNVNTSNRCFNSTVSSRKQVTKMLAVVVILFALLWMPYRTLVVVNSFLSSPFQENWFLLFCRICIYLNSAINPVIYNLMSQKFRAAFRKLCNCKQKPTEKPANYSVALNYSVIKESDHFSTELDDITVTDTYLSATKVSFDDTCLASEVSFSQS
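Enhancer read-out: after compound pinning and an initial kinetic agonist-mode read, an EC20 of TRH (10 nM final) was injected and fluo-8 calcium signal (Ex 480/Em 530) followed at 1 s/cycle for 100 cycles in TRHR-expressing cells.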
D1 potentiator: human D1 dopamine receptor positive modulation. P21728. HEK293 TREx D1 cells, calcium flux, dopamine EC20 potentiation. potentiation, % at 10 µM. hit rate 0.036% among 360,000; in the data active = potentiation above about 30%; also: 0% is about no effect
D2 antagonist: antagonists of human D2 dopamine receptor | inhibition, % at 10 µM | HEK293 TREx D2 cells, calcium flux, dopamine EC80 | hit rate 2% among 340,000; in the data active = inhibition above about 30%; also: 0% is about no effect
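Compounds are added to dye-loaded, induced HEK293 T-REx cells coupled to calcium release via D2; after a 3 min kinetic read an EC80 dopamine stimulus is given and fluorescence is recorded for 3 more min.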
RXFP1 antagonist: antagonists of human relaxin receptor RXFP1 | HEK293-RXFP1, relaxin-stimulated cAMP HTRF, 30 min; active compounds read low | activity change, negative = inhibition, % at 57.5 µM | Q9HBX9 | hit rate 0.59% among 350,000;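 active = activity change of -60% or lower, but not beyond a set lower limit; inconclusive = change between -60% and -40%, or beyond the set limit; inactive = change above -40%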; also: % is scaled to controls: 0 for no effect and ±100 for the full control effect
D1 ag: activates the human D1 dopamine receptor | hit rate 1% among 360,000 | HEK293 T-REx D1 cells, calcium flux, agonist mode | P21728 | activation, % at 2 µM; in the data active = activation above about 30%; also: 0% is about no effect
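Agonism was scored from calcium flux recorded over 180 s (1 read/s) after pintool compound addition, following a 10-cycle baseline. Cells were inducible force-coupled HEK293 TREx D1, plated overnight at 30 C and loaded with no-wash calcium dye.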
* = called active by the depositor; u = inconclusive; x = no result given. An excerpt (hit frequency here may not be typical).

molecule,D2 potentiator,D2 ag,RXFP1 ag,D1 antagonist,TRHR enhancer,D1 potentiator,D2 antagonist,RXFP1 antagonist,D1 ag
Cc1cc(C)nc(SCC(=O)Nc2ccc(S(=O)(=O)N3CCCCC3)cc2)n1,-1,0.1,0.3%,0,0,0,10,9,4
O=C(CN(Cc1ccc2c(c1)OCO2)C(=O)CNS(=O)(=O)c1ccccc1)NCC1CCCO1 (configuration not stated),-4,-0.8,1.3%,4,-3,-10,-7,-1,4
CCOC(=O)C1CCN(c2cc(C)nc3cc(-c4cccc(F)c4)nn23)CC1,x,0.4,1.7%,16,-3,1,2,2,4
COC(=O)c1[nH]c2cccc(C)c2c1NC(=O)CN1CCN(C(=O)c2ccco2)CC1,12,0.7,3.2%,-3,2,-5,-2,-7,-1
CCN(CC)c1ccc(C(=O)OCC(=O)Nc2cc3oc4ccccc4c3cc2OC)cc1,-6,0.7,-2.0%,0,-1,-1,-8,-3,4
CCC1=C(OC(=O)N(CC)CC)N2C(=O)OC(=NCC(=O)OC)[C@]2(C)[C@H]2C1=CC[C@H]1C(=O)N(CC(=O)OC)C(=O)[C@H]12,13,0.1,2.1%,5,-4,4,11,x,0
CCC(C)(NC(=O)c1ccccc1)C(=O)O (configuration not stated),15,1.4,1.5%,5,11,-3,7,-15,1
COC(=O)c1ccccc1NC(=O)C/C(C)=N/NC(=O)Cc1ccc(Cl)cc1,0,-0.1,-0.1%,0,5,-5,-24,x,1
N=C1CCCN1CC(=O)c1ccc(Br)cc1,9,1.6,0.5%,0,-2,-2,11,-4,2
Cc1ccccc1-c1nc(P(=O)(c2ccccc2)c2ccccc2)c(N2CCOCC2)o1,2,1.1,1.5%,15,13,-2,-14,4,7
O=C(O)c1cccn2c(=O)c3ccccc3nc12,-1,-0.8,4.8%,-2,-1,-5,16,-3,1
c1ccc(C(c2nnnn2C2CCCC2)N2CCN(c3nc4ccccc4s3)CC2)cc1 (configuration not stated),-13,1.0,0.0%,-20,1,-10,-23,9,-2
CCOc1ccc(C2CC(c3c(O)n(C4CCCCC4)c(=O)[nH]c3=O)=Nc3ccccc3S2)cc1 (configuration not stated),0,0.2,-3.7%,4,-6,0,x,-10,-1
COc1cccc(C2C(C(=O)c3cccs3)=C(O)C(=O)N2CCCn2ccnc2)c1OC (configuration not stated),2,-1.6,0.4%,-6,4,-7,9,x,1
CCc1noc(C)c1C(=O)Nc1ccc(S(=O)(=O)N2CCCCC2)cc1,-2,0.6,-0.7%,0,1,-1,8,-4,2
Cc1ccc(OCC(=O)NNC(=O)C2CCN(c3ncccn3)CC2)cc1,6,0.6,0.5%,5,7,-3,2,6,-2
COC(=O)CCCC(=O)N1CCCC(N(C)CCc2ccccc2)C1 (configuration not stated),-7,0.6,0.0%,1,0,2,0,0,-1
Cn1c(=O)oc2cc(S(=O)(=O)NC3CCN(Cc4ccccc4)CC3)ccc21,11,x,-0.6%,0,7,-1,x,1,5
O=c1c(-c2cccc([N+](=O)[O-])c2)[n+]([O-])c2ccccc2n1O,-14,2.8,0.2%,-5,2,7,4,-1,1
CC(=O)c1cccc(NC(=O)/C=C/c2ccc([N+](=O)[O-])s2)c1,-20,-0.6,-0.7%,-8,-8,-2,-4,5,0
N=c1c2c3c(sc2nc2n1CCC2)CCCC3,4,x,2.9%,-6,13,-7,x,-15,4
Cc1cc(NS(=O)(=O)c2ccc(NC(=O)c3cccc(OC(F)F)c3)cc2)nc(C)n1,0,1.8,0.1%,-6,0,0,-1,16,3
COc1ccc(NC(=O)NC2CCCCCCC2)c(OC)c1,-9,0.9,2.1%,-14,1,-2,3,-4,0
Cc1nn(C)cc1/C=C1\SC(=S)NC1=O,17,0.1,0.2%,3,4,3,-11,3,3
CC(C)NC(=O)CC(=O)N/N=C/c1ccc(Br)cc1,14,-0.7,2.1%,1,1,1,-8,-25,3
CCCN1CCC(NC(=O)C2CCCCC2C(=O)O)CC1 (configuration not stated),7,0.5,2.0%,6,-4,2,-13,1,0
CCOc1ccc(Oc2ccccc2NC(=O)CCNC(C)=O)cc1,-5,0.0,1.5%,2,0,2,-11,-4,2
CCOC(=O)c1c(C)[nH]c(C)c1S(=O)(=O)NCC1CCN(Cc2cccc(Cl)c2)CC1,-32,-0.7,-0.1%,-3,-3,4,78*,1,0
CC1CN(C(=O)Cc2ccc(-c3ccccc3)cc2)CC(C)O1 (configuration not stated),-5,0.1,0.6%,2,-2,-2,15,-13,6
Cc1cc(C(=O)CCC(=O)N(C)CC(=O)Nc2ccc(OC(F)(F)F)cc2)c(C)s1,6,-0.7,-1.5%,0,-3,3,0,-13,1
O=C(CC1SC(N2CCCC2)=NC1=O)Nc1ccc(C(=O)N2CCCC(C(F)(F)F)C2)cc1 (configuration not stated),-14,-0.4,2.0%,-17,5,-5,-1,9,0
O=C(Nc1ccccc1N1CCOCC1)c1cnccn1,-8,-0.9,2.0%,6,-1,-5,-7,2,1
COc1ccc(C(=O)N(Cc2sccc2C)C2CCS(=O)(=O)C2)cc1Cl (configuration not stated),9,9.3,1.1%,-3,-3,1,x,-1,7
CSc1cccc(NC(=O)NNC(=O)C2CCN(S(=O)(=O)N(C)C)CC2)c1,-3,0.2,2.3%,2,-2,-4,11,-3,0
CC(=O)c1ccc(N2CCN(S(=O)(=O)c3cccc(S(=O)(=O)N4CCOCC4)c3)CC2)cc1,7,1.3,5.0%,10,0,4,6,-2,3
CCOc1cc(/C=N/NC(=O)C2CCCC2)ccc1OC(C)C,x,x,-0.1%,-1,9,-4,x,8,1
C/C(=N/NC(=O)c1ccncc1)C1=C(O)CC(C)(C)CC1=O,2,0.3,0.7%,4,-4,-2,4,-2,3
O=C(COc1ccc(Cl)cc1)NC1=NN(c2ccccc2)C(=O)C1,-6,x,-0.1%,-3,1,0,x,x,2
COc1ccc(OC)c(NC(=O)Cc2ccc(NC3=NC4CS(=O)(=O)CC4S3)cc2)c1 (configuration not stated),7,-0.7,1.2%,-7,-7,-9,-17,-9,1
CCCCCOC(=O)CSc1ncnc2c1sc1nc(N3CCOCC3)c3c(c12)CCCC3,6,x,12%,8,-5,3,x,x,2
CCOc1ccc(C(CCc2ccccc2)NC(=O)c2ccccc2)cc1OCC (configuration not stated),-17,0.9,2.3%,27,-2,-7,17,-2,7
CCc1ccc(NC(=O)C(C)OC(=O)CN2C(=O)NC3(CCCC3)C2=O)cc1 (configuration not stated),-4,-0.1,-0.3%,1,2,-9,17,4,3
COc1ccc(C2C(C(=O)/C=C/c3ccco3)=C(O)C(=O)N2CCN2CCOCC2)cc1 (configuration not stated),0,-0.2,-2.4%,5,-1,6,12,-32,4
O=C(N/N=C/c1[nH]c2ccccc2c1Cl)c1cccc(Br)c1,-8,-0.9,1.3%,20,7,-3,-23,u,3
O=C(Nc1ccc(F)cc1)NC1CCCCCCC1,-4,0.9,2.0%,-35*,-4,4,13,-14,12
CC1(C)c2ccccc2-c2nc3ccccc3cc2C1O (configuration not stated),-4,0.4,3.6%,-15,5,-3,12,-4,2
CS(=O)(=O)C1=C(O)C(=O)N(CCCC(=O)O)C1c1ccccc1F (configuration not stated),3,0.2,0.0%,3,-5,-2,4,6,2
O=C(c1cccs1)N1CCn2c1nc1ccccc12,6,0.3,0.1%,36,2,3,-7,2,1
CCC(C)n1ncn(-c2ccc(N3CCN(c4ccc(O)cc4)CC3)cc2)c1=O (configuration not stated),11,0.8,1.9%,-14,4,-10,-2,-2,9
CC(C(=O)c1ccc(Br)cc1)[n+]1cccc2ccccc21 (configuration not stated),3,0.5,2.0%,-23,2,-10,-13,4,11

Other records follow:
molecule,D2 potentiator,D2 ag,RXFP1 ag,D1 antagonist,TRHR enhancer,D1 potentiator,D2 antagonist,RXFP1 antagonist,D1 ag
CCCCCCNC(=O)CCNC(=O)c1cc(OC)c(OC)c(OC)c1,7,1.7,-0.8%,8,-5,5,-5,-14,2
CC(C)C(C(=O)Nc1ccc(N2CCOCC2)cc1)N1C(=O)c2ccccc2C1=O (configuration not stated),2,0.2,1.7%,7,2,5,19,-6,2
CCCCc1nn2c(=O)cc(COC(=O)CNC(=O)COc3ccc(C)cc3)nc2s1,-1,0.7,2.1%,-18,-2,-7,x,x,-1
O=C(NNC(=O)c1ccc(Cl)cc1Cl)Nc1ccccc1,9,-1.0,0.9%,-38*,-4,-15,16,5,1
CCOC(=O)c1oc2cccc(O)c2c1C,9,-1.2,27%,-1,0,-3,6,20,2
CSc1nc2ccc(S(=O)(=O)N(C)C)cc2s1,17,-1.6,-0.6%,1,-1,-4,-3,-13,1
O=C(Nc1cc(Sc2ccccn2)cc([N+](=O)[O-])c1)c1cccc(Cl)c1,12,-1.1,-0.1%,-35*,17,-8,-5,0,22
CCOc1ccc(S(=O)(=O)N2CCC(C(=O)NCCc3ccccc3)CC2)cc1,-5,0.9,1.1%,-6,-4,1,2,3,0
CCNC(=S)N(CCCN(C)C)Cc1cc2cc3c(cc2[nH]c1=O)OCCO3,-10,-0.1,0.1%,4,0,-11,0,-12,1
Cc1nnc(C)n1/N=C/c1ccc(O)cc1,2,0.0,0.3%,-6,2,-2,-4,-28,3
C=CCC(=O)NC1CC(C)(C)Cc2c1cnn2-c1ccccc1C (configuration not stated),12,0.6,-0.6%,16,5,-9,-3,2,-2
CS(=O)(=O)N1N=C(c2ccc(Cl)cc2)CC1c1cccs1 (configuration not stated),-14,-0.2,0.0%,-9,3,2,-3,-5,0

Another view of some results above.
Results follow in this order: D2 potentiator	D2 ag	RXFP1 ag	D1 antagonist	TRHR enhancer	D1 potentiator	D2 antagonist	RXFP1 antagonist	D1 ag
> O=C(Nc1cc(Sc2ccccn2)cc([N+](=O)[O-])c1)c1cccc(Cl)c1
→ 12	-1.1	-0.1%	-35*	17	-8	-5	0	22
> CCOc1ccc(S(=O)(=O)N2CCC(C(=O)NCCc3ccccc3)CC2)cc1
→ -5	0.9	1.1%	-6	-4	1	2	3	0
> CCNC(=S)N(CCCN(C)C)Cc1cc2cc3c(cc2[nH]c1=O)OCCO3
→ -10	-0.1	0.1%	4	0	-11	0	-12	1
> Cc1nnc(C)n1/N=C/c1ccc(O)cc1
→ 2	0.0	0.3%	-6	2	-2	-4	-28	3
> C=CCC(=O)NC1CC(C)(C)Cc2c1cnn2-c1ccccc1C (configuration not stated)
→ 12	0.6	-0.6%	16	5	-9	-3	2	-2
> CS(=O)(=O)N1N=C(c2ccc(Cl)cc2)CC1c1cccs1 (configuration not stated)
→ -14	-0.2	0.0%	-9	3	2	-3	-5	0
